Screens deposited in PubChem by several laboratories.
VIM-2 inhibitor – inhibitors of Pseudomonas aeruginosa VIM-2 metallo-beta-lactamase | inhibition, % at 5.6 µM | purified VIM-2, nitrocefin hydrolysis, epi-absorbance fluorescence | hit rate 0.89% among 290,000;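 active = inhibition above the mean of all tested compounds plus 3 SD, cutoff set per screening run, cut at about 7.5% in these data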;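 also: red hydrolysis product quenches plate fluorescence so inhibitors raise well fluorescence; 0% = enzyme with DMSO and 100% = DMSO without enzyme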
IMP-1 inh – inhibitors of Pseudomonas aeruginosa IMP-1 metallo-beta-lactamase; inhibition, % at 5.6 µM; purified IMP-1, nitrocefin hydrolysis, epi-absorbance fluorescence; hit rate 0.45% among 290,000;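 active = inhibition above the mean plus 3 SD of all compounds in the same screening run, cut at about 4.5% in these data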;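 also: 0% = IMP-1 with DMSO and 100% = DMSO wells lacking enzyme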
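Material – recombinant IMP-1 enzyme, purified · Amount – IMP-1 0.2 nM before substrate addition · Medium – HEPES buffer pH 7.1 with ZnSO4 and Brij 35 · Timing – 25 °C, 15 min preincubation, 25 min reaction · Measured by – plate fluorescence quenching by hydrolysis product, ex 480/em 530 nm · Read-out – percent enzyme inhibition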
pCIP destab – compounds decreasing mouse p/CIP protein stability | Q05BA5 | F442A p/CIP-EGFP cells, EGFP fluorescence, 16 h | decrease of EGFP signal, % at 10 µM | hit rate 0.01% among 290,000;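 active = EGFP signal decrease of at least 30% at 10 µM or well 3 SD below plate mean, unless failing retest; inactive = the rest, including hits failing retest or dose response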; also: some compounds called inactive have numbers as strong as hits; many of its hits are not listed in these tables
PHOSPHO1 block – PHOSPHO1 (human) inhibition. recombinant PHOSPHO1, absorbance phosphatase assay. hit rate 1.1% among 290,000. AID 1565. Q8TCT1. inhibition, % at 13.3 µM; in the data active = inhibition above about 60%
IDE cell activ – boosts human insulin-degrading enzyme activity in HEK cells | FAbeta-B cleavage, fluorescence polarization; 0% vehicle, 100% cell-free pure enzyme wells | P14735 | AID 493087 | hit rate 0.073% among 340,000 | activation, % at 5.96 µM;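 active = activation above the mean of all tested compounds plus 3 SD, set per screening campaign, cut at about 17% in these data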
Target sequence (P14735 whole entry, looked up): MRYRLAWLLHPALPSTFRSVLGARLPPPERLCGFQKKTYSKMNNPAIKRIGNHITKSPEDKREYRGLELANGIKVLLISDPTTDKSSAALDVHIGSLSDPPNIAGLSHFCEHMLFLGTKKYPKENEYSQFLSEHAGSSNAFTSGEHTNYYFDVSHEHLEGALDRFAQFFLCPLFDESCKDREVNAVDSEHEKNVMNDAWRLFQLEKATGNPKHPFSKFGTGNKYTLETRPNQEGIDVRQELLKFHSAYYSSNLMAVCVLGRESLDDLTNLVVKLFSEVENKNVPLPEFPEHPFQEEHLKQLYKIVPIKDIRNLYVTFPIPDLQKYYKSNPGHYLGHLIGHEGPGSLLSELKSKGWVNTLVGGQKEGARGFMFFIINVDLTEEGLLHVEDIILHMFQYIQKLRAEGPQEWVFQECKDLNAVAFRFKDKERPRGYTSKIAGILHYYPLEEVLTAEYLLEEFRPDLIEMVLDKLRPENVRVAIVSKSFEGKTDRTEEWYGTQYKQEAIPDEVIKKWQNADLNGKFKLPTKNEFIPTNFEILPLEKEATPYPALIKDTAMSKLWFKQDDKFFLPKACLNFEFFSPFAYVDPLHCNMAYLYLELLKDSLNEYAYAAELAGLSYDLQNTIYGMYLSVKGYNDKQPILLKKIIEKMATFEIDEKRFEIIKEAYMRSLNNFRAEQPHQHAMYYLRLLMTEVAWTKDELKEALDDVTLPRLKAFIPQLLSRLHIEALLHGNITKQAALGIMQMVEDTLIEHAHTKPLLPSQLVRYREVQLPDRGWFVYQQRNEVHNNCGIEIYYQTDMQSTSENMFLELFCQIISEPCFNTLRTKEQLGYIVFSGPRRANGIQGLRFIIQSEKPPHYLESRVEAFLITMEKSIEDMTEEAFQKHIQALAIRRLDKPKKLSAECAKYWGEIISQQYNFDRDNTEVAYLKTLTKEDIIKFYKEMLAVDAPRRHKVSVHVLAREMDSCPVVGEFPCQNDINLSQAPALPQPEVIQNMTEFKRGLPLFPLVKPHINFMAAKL
NALP1 inh – NALP1 inhibition | S. cerevisiae NALP1/ASC/caspase-1 growth, X-gal OD620, 72 h | inhibition, % at 10 µM | hit rate 0.61% among 280,000 | AID 2071; in the data active = inhibition mostly above about 24%, no sharp cut-off; inactive = mostly below about 32%; also: some compounds called inactive have numbers as strong as hits
IDE cell inh – inhibitors of human insulin-degrading enzyme in cells | inhibition, % at 5.59 µM | HEK cells, FAbetaB cleavage, fluorescence polarization | hit rate 0.41% among 320,000;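 active = percent inhibition above the average of all tested compounds plus 3 SD, set per screening campaign, cut at about 16% in these data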;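 also: IDE supplied by intact live HEK cells; FP after avidin binding of uncleaved biotin substrate so inhibition keeps polarization high; 0% = DMSO wells and 100% = 60 µM reference IDE inhibitor Ii1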
GPR7 antag – human neuropeptides B/W receptor 1 antagonism; hit rate 1.1% among 290,000; AID 1861; GPR7-expressing cells, fluorescence antagonist assay; inhibition, % at 4.4 µM; in the data active = inhibition above about 16%, passing the limit was not always enough;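 also: cells stimulated with the agonist NPW; 0% = agonist with vehicle and 100% = vehicle without agonist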
PfM18AAP inh – blocks P. falciparum M18 aspartyl aminopeptidase. recombinant PfM18AAP, H-Glu-NHMec fluorogenic cleavage. inhibition, % at 7.35 µM. hit rate 1.2% among 290,000;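 active = inhibition above the campaign mean inhibition over all tested compounds plus 3 SD, cut at about 28% in these data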;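 also: 0% = plate median of test compound wells and 100% = 2 mM ZnCl2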
* = called active by the depositor; & = joins results of further samples.

For CCOc1ccc(-n2c(O)c(/C=N/Nc3nnc(C)c(=O)[nH]3)c3ccccc3c2=O)cc1 the results were VIM-2 inhibitor -3.2, IMP-1 inh -1.3, pCIP destab 1, PHOSPHO1 block 27, IDE cell activ 1, NALP1 inh -27, IDE cell inh 9, GPR7 antag -10 and PfM18AAP inh 34*.
`O=C(COC(=O)c1ccccn1)Nc1ncc(C(F)(F)F)cc1Cl` gave VIM-2 inhibitor -2.0, IMP-1 inh -2.7, pCIP destab -3, PHOSPHO1 block 4, IDE cell activ 4, NALP1 inh 17, IDE cell inh 7, GPR7 antag 2 and PfM18AAP inh -7.
`O=C(O)CSc1nnc(COc2ccccc2)n1-c1ccccc1` gave VIM-2 inhibitor 1.4, IMP-1 inh -3.9, pCIP destab -8, IDE cell activ -1, NALP1 inh 10, IDE cell inh 0, GPR7 antag -8 and PfM18AAP inh 1.
For CC(C)OC(=O)C1C(=O)CC(C)(O)C(C(=O)OC(C)C)C1c1cccc(O)c1 (configuration not stated) the results were VIM-2 inhibitor -1.9, IMP-1 inh -1.8, pCIP destab -8, PHOSPHO1 block 7, IDE cell activ 6, NALP1 inh 31, IDE cell inh 1, GPR7 antag 10 and PfM18AAP inh 10.
For CCCCCn1c(=O)c2ccccc2n2c(CCl)nnc12 the results were VIM-2 inhibitor -3.5, IMP-1 inh -2.5, pCIP destab 8, PHOSPHO1 block 20, IDE cell activ -4, NALP1 inh -11, IDE cell inh 4, GPR7 antag -6 and PfM18AAP inh 1.
Screening CN(C)S(=O)(=O)c1ccc(NC(=O)CSc2ncnc3ccccc23)cc1 returned VIM-2 inhibitor -0.1, IMP-1 inh -3.3, pCIP destab 10, PHOSPHO1 block 4, IDE cell activ -8, NALP1 inh 24, IDE cell inh 19*, GPR7 antag 7 and PfM18AAP inh -1.
Screening NC(=O)c1cc2cc(Cl)ccc2o/c1=N/NC(=O)c1cccs1 returned VIM-2 inhibitor -5.1, IMP-1 inh -4.0, pCIP destab 3, PHOSPHO1 block 33, IDE cell activ 1, NALP1 inh -2, IDE cell inh 3, GPR7 antag -15 and PfM18AAP inh -1.
`C[C@]12C=CC(=O)C=C1CC[C@@H]1C2C(O)C[C@@]2(C)C1CC[C@]2(O)C(=O)COC(=O)CCC(=O)NC(CC(=O)O)C(=O)O` (some centres not stated) gave VIM-2 inhibitor -2.6, IMP-1 inh -2.7, pCIP destab -3, IDE cell activ 1, NALP1 inh 2, IDE cell inh 1, GPR7 antag -7 and PfM18AAP inh 2.
CCOc1ccc(NC(=O)c2ccc(N3CC4CC(C3)c3cccc(=O)n3C4)c(NC(=O)CCN3CCOCC3)c2)cc1 (configuration not stated) was read as VIM-2 inhibitor -4.9, IMP-1 inh -2.2, pCIP destab -9, PHOSPHO1 block 18, IDE cell activ 0, NALP1 inh 10, IDE cell inh 2, GPR7 antag -2 and PfM18AAP inh 8.
`O=C(Nc1cccc2ccccc12)C12CC3CC(C1)CC(n1cnc([N+](=O)[O-])n1)(C3)C2` gave VIM-2 inhibitor -1.7, IMP-1 inh -3.0, pCIP destab -3, PHOSPHO1 block 6, IDE cell activ 1, NALP1 inh -45, IDE cell inh 9, GPR7 antag 2 and PfM18AAP inh 10.
For CCc1nc(SCC(=O)N2CCCCCC2)c2c(=O)n(C)c(=O)n(C)c2n1 the results were VIM-2 inhibitor 3.9, IMP-1 inh -1.2, pCIP destab -87, PHOSPHO1 block 17, IDE cell activ 8, NALP1 inh 10, IDE cell inh -1, GPR7 antag 4 and PfM18AAP inh -1.
COc1ccc(-c2csc3nc[nH]c(=O)c23)cc1 was read as VIM-2 inhibitor 3.0, IMP-1 inh -0.1, pCIP destab -1, PHOSPHO1 block 4, IDE cell activ 6, NALP1 inh -3, IDE cell inh -1, GPR7 antag -2 and PfM18AAP inh -11.
Screening COc1ccc(C(C#N)Nc2ccccc2OC)cc1 (configuration not stated) returned VIM-2 inhibitor -1.7, IMP-1 inh -4.4, pCIP destab -7, PHOSPHO1 block -5, IDE cell activ -4, NALP1 inh 17, IDE cell inh -1, GPR7 antag -5 and PfM18AAP inh 16.
Cc1cc(SCC(=O)NN)c2cc(Br)ccc2n1 was read as VIM-2 inhibitor -0.3, IMP-1 inh 0.0, pCIP destab 7, PHOSPHO1 block -15, IDE cell activ -4, IDE cell inh 4, GPR7 antag 7 and PfM18AAP inh -2.
COc1ccc(C(Nc2ccccn2)c2c(NC(=O)c3ccco3)sc(C)c2C)cc1 (configuration not stated) was read as VIM-2 inhibitor -1.5, IMP-1 inh -1.0, pCIP destab -4, PHOSPHO1 block -3, IDE cell activ 5, NALP1 inh 30, IDE cell inh 1, GPR7 antag -22 and PfM18AAP inh 5.
CC(C)CCNC(=O)CCn1c(=S)oc2ccccc21 was read as VIM-2 inhibitor -0.6, IMP-1 inh -1.4, pCIP destab 0, PHOSPHO1 block -38, IDE cell activ 4, NALP1 inh -2, IDE cell inh -4, GPR7 antag -5 and PfM18AAP inh -13.
Cc1ccc(C(C(=O)NCC2CCCO2)N(C(=O)c2snc(C(N)=O)c2N)c2ccc3c(c2)OCCO3)cc1 (configuration not stated) was read as VIM-2 inhibitor -1.1, IMP-1 inh -3.2, pCIP destab -7, PHOSPHO1 block 36, IDE cell activ 1, NALP1 inh 12, IDE cell inh -1, GPR7 antag -1 and PfM18AAP inh 8.
For Cc1ncoc1C(=O)N1CCc2c([nH]c3ccccc23)C1c1ccccc1F (configuration not stated) the results were VIM-2 inhibitor -3.7, IMP-1 inh -1.9, pCIP destab -6, PHOSPHO1 block 53, IDE cell activ 2, NALP1 inh 7, IDE cell inh 1, GPR7 antag 17 and PfM18AAP inh 13.
Screening CC(=O)NCc1ccc(S(=O)(=O)N2CCN(c3ccccn3)CC2)cc1 returned VIM-2 inhibitor -2.9, IMP-1 inh -5.8, pCIP destab -7, PHOSPHO1 block 26, IDE cell activ -1, NALP1 inh 8, IDE cell inh 1, GPR7 antag 9 and PfM18AAP inh 2.
Screening COCC(=O)N(Cc1cc2ccc(C)c(C)c2n2nnnc12)C1CCCC1 returned VIM-2 inhibitor -1.3, IMP-1 inh -2.8, pCIP destab 4, PHOSPHO1 block 6, IDE cell activ 0, NALP1 inh -7, IDE cell inh 3, GPR7 antag -9 and PfM18AAP inh 0.
`Cc1ccc(-c2nnn(CC(=O)N(c3ccc(F)cc3)C(C(=O)NC3CCCC3)c3ccco3)n2)o1` (configuration not stated) gave VIM-2 inhibitor -3.2, IMP-1 inh -2.8, pCIP destab -13, PHOSPHO1 block -6, IDE cell activ 14, NALP1 inh 5, IDE cell inh 1, GPR7 antag -3 and PfM18AAP inh -2.
Screening COCCC(=O)N1CCC(Oc2ccc(C(=O)NCc3ncc(C)[nH]3)cc2)CC1 returned VIM-2 inhibitor -1.5, IMP-1 inh -0.6, pCIP destab -8, PHOSPHO1 block 33, IDE cell activ 6, NALP1 inh 9, IDE cell inh -2, GPR7 antag -11 and PfM18AAP inh -10.
For O=C1Nc2ccccc2C1=Nc1ccc(-c2nnc3n2CCCCC3)cc1 the results were VIM-2 inhibitor 0.9, IMP-1 inh -0.5, pCIP destab 1, PHOSPHO1 block 11, IDE cell activ -5&-8, NALP1 inh 6, IDE cell inh 4, GPR7 antag -1 and PfM18AAP inh -10.
CCOCCCNC(=O)/C(C#N)=C/c1cc(Br)c(O)c(Br)c1 was read as VIM-2 inhibitor -3.4, IMP-1 inh -4.4, pCIP destab -4, PHOSPHO1 block -21, IDE cell activ 8, NALP1 inh -8, GPR7 antag -7 and PfM18AAP inh -1.
`COc1ccc(O)c(CN2CCCC(N3CCN(c4ccc(F)cc4)CC3)C2)c1` (configuration not stated) gave VIM-2 inhibitor -3.6, IMP-1 inh -4.0, pCIP destab -68, IDE cell activ -2, NALP1 inh -15, IDE cell inh 0, GPR7 antag -3 and PfM18AAP inh 10.
For CC(OC(=O)c1ccncc1)C(=O)Nc1cccc([N+](=O)[O-])c1 (configuration not stated) the results were VIM-2 inhibitor 2.2, IMP-1 inh -2.9, pCIP destab 8, PHOSPHO1 block 36, IDE cell activ 5, NALP1 inh 16, IDE cell inh 1, GPR7 antag 5 and PfM18AAP inh -11.
`Cc1nn(Cc2ccc(Cl)cc2Cl)c(C)c1NC(=O)c1sc2ccccc2c1Cl` gave VIM-2 inhibitor -2.9, IMP-1 inh -3.1, pCIP destab -14, PHOSPHO1 block -10, IDE cell activ 1, NALP1 inh 14, IDE cell inh -2, GPR7 antag -11 and PfM18AAP inh 3.
Screening CSc1ccc(/C=N/n2c(C)nc3ccccc3c2=O)cc1 returned VIM-2 inhibitor -4.4, IMP-1 inh -3.0, pCIP destab -8, PHOSPHO1 block 40, IDE cell activ 4, NALP1 inh 7, GPR7 antag -6 and PfM18AAP inh 5.
Screening CCN(CC)CCn1c(C)nc2ccccc21 returned VIM-2 inhibitor -2.8, IMP-1 inh -1.2, pCIP destab 6, PHOSPHO1 block -11, IDE cell activ 10, IDE cell inh -1, GPR7 antag 0 and PfM18AAP inh 3.
For CCOC(=O)c1c(C)oc2c1c1c(c3ccccc32)OCN(Cc2cccnc2)C1 the results were VIM-2 inhibitor 4.1, IMP-1 inh -0.1, pCIP destab -16, PHOSPHO1 block -14, IDE cell activ -3, NALP1 inh 14, GPR7 antag -17 and PfM18AAP inh 1.
For Cc1ccc(S(=O)(=O)N2CCCN(C(=O)c3cc4ccccc4[nH]3)CC2)cc1 the results were VIM-2 inhibitor -1.4, IMP-1 inh -2.5, pCIP destab -10, PHOSPHO1 block -9, IDE cell activ -16, NALP1 inh 14, IDE cell inh 16*, GPR7 antag 4 and PfM18AAP inh -5.

Among those listed so far, these have fluorine:
`O=C(COC(=O)c1ccccn1)Nc1ncc(C(F)(F)F)cc1Cl` gave VIM-2 inhibitor -2.0, IMP-1 inh -2.7, pCIP destab -3, PHOSPHO1 block 4, IDE cell activ 4, NALP1 inh 17, IDE cell inh 7, GPR7 antag 2 and PfM18AAP inh -7.
For Cc1ncoc1C(=O)N1CCc2c([nH]c3ccccc23)C1c1ccccc1F (configuration not stated) the results were VIM-2 inhibitor -3.7, IMP-1 inh -1.9, pCIP destab -6, PHOSPHO1 block 53, IDE cell activ 2, NALP1 inh 7, IDE cell inh 1, GPR7 antag 17 and PfM18AAP inh 13.
`Cc1ccc(-c2nnn(CC(=O)N(c3ccc(F)cc3)C(C(=O)NC3CCCC3)c3ccco3)n2)o1` (configuration not stated) gave VIM-2 inhibitor -3.2, IMP-1 inh -2.8, pCIP destab -13, PHOSPHO1 block -6, IDE cell activ 14, NALP1 inh 5, IDE cell inh 1, GPR7 antag -3 and PfM18AAP inh -2.
`COc1ccc(O)c(CN2CCCC(N3CCN(c4ccc(F)cc4)CC3)C2)c1` (configuration not stated) gave VIM-2 inhibitor -3.6, IMP-1 inh -4.0, pCIP destab -68, IDE cell activ -2, NALP1 inh -15, IDE cell inh 0, GPR7 antag -3 and PfM18AAP inh 10.
